From PubChem BioAssay
sPLA2-III inh – human group III sPLA2 inhibitors, primary screen, biochemical, QFRET, BODIPY PC-A2 liposome substrate | 0.56% of 370,000 active | QFRET BODIPY PC-A2 liposome hydrolysis, fluorescence | inhibition, % at 12.2 µM;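 active = inhibition above mean plus 3 SD of compounds lying within the high and low control bounds, cut at about 19% in these data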;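 note: 0% = median of test compound wells and 100% = no enzyme DMSO wells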
hcDAF-12 act – H. contortus DAF-12 nuclear receptor activators, primary screen, cell-based, luminescence, HEK293, lit1-tk-luc reporter; HEK293 hcDAF-12 lit1-tk-luc reporter; 0% DMSO, 100% Δ7-dafachronic acid; activation, % at 6.8 µM; 1.4% of 370,000 active;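 active = activation above the mean of all tested compounds plus 3 SD, cut at about 5.5% in these data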;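 note: 100% = response to 3 µM Δ7-dafachronic acid high control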
hgDAF-12 ag – H. glycines DAF-12 receptor agonists, primary screen, cell-based, luminescence, HEK293, GAL4 fusion, UAS-luciferase | Nuclear hormone receptor DAF-12 (Heterodera glycines), GAL4 fusion | HEK293 GAL4-hgDAF12 UAS-luciferase reporter, agonist luminescence; normalized to butyrate control | activation, % at 6.8 µM | 1.8% of 370,000 active | AID 687014, 2013;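 active = activation above a cutoff set at the mean of all screened compounds plus 3 SD, cut at about 10% in these data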;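 note: 0% = DMSO wells and 100% = sodium butyrate wells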
SMARCA2 activ – SMARCA2 (BRM) function activators, primary screen, cell-based, luminescence, high throughput; MG213 cells, MMTV-luciferase reporter, dexamethasone, overnight; activation, % at 9.1 µM; 1% of 370,000 active; in the data active = activation above about 7.8%;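 note: 0% = vehicle wells and 100% = reference activator wells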
GAA850 FXN act – FXN promoter activators, primary screen, cell-based, luciferase luminescence, HEK293 lucGAA850 | HEK293 lucGAA850 FXN promoter luciferase reporter, 24 h; percent of 10 µM SAHA response | activation, % at 6 µM | 0.56% of 360,000 active;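 active = activation above the average of all compounds screened plus 3 SD, cutoff fixed separately per campaign, cut at about 7.5% in these data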;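 note: 0% = DMSO wells and 100% = 10 µM SAHA wells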
DAX1 inh-1 – DAX1 (NR0B1) inhibitors on StAR promoter, primary screen, cell-based, luminescence, SF-1 (NR5A1), full-length DAX-1; HEK293T StAR-luciferase reporter, SF-1/DAX-1 repression relief; inhibition, % at 6.8 µM; 1.1% of 370,000 active; AID 652010, 2013;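 active = inhibition above the mean over all tested compounds plus 3 SD, cut at about 3.6% in these data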;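 note: 0% = DAX-1 cells with DMSO and 100% = cells lacking DAX-1 with DMSO; higher inhibition means more luminescence from relief of DAX-1 repression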
GC-B act – human GC-B receptor activators, primary screen, HEK293 GC-B cells, cGMP TR-FRET, EC30 CNP; 0% at EC30 CNP, 100% saturating CNP; activation, % at 10 µM; 0.11% of 370,000 active;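 active = activation at 10 µM reaching about 35% in either raw or pattern-adjusted values, limit read from the data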
ssDAF-12 act – S. stercoralis DAF-12 nuclear receptor activators, primary screen, cell-based, luminescence, HEK293, GRIP1 co-expression, lit1-tk-luc | HEK293 ssDAF-12/GRIP1 lit1-tk-luc reporter; % of 3 µM dafachronic acid response | activation, % at 6.8 µM | 1% of 370,000 active;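 active = activation above the mean over all tested compounds plus 3 SD, cut at about 0.9% in these data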;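 note: 0% = DMSO-only wells and 100% = 3 µM delta7-dafachronic acid wells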
KLK7 zymogen act – proKLK7 zymogen activators, primary screen, biochemical, fluorescence intensity | activation, % at 7 µM | AID 652039, 2013 | 0.9% of 370,000 active | purified proKLK7, EDANS-DABCYL substrate fluorescence; 100% is mature enzyme control, 0% vehicle | Kallikrein-7 (Homo sapiens), P49862;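 active = activation above the mean of all tested compounds plus 3 SD, computed per campaign excluding outliers beyond control limits, cut at about 13% in these data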
NPR1 activator – GC-A stimulated cGMP production enhancers – HEK293 GC-A cells, cGMP TR-FRET, EC30 ANP, primary screen | Atrial natriuretic peptide receptor 1 (Homo sapiens), P16066 | 0% at EC30 ANP, 100% saturating ANP | activation, % at 10 µM | 0.14% of 370,000 active; in the data active = activation above about 40%
Target sequence (P16066 whole entry, looked up): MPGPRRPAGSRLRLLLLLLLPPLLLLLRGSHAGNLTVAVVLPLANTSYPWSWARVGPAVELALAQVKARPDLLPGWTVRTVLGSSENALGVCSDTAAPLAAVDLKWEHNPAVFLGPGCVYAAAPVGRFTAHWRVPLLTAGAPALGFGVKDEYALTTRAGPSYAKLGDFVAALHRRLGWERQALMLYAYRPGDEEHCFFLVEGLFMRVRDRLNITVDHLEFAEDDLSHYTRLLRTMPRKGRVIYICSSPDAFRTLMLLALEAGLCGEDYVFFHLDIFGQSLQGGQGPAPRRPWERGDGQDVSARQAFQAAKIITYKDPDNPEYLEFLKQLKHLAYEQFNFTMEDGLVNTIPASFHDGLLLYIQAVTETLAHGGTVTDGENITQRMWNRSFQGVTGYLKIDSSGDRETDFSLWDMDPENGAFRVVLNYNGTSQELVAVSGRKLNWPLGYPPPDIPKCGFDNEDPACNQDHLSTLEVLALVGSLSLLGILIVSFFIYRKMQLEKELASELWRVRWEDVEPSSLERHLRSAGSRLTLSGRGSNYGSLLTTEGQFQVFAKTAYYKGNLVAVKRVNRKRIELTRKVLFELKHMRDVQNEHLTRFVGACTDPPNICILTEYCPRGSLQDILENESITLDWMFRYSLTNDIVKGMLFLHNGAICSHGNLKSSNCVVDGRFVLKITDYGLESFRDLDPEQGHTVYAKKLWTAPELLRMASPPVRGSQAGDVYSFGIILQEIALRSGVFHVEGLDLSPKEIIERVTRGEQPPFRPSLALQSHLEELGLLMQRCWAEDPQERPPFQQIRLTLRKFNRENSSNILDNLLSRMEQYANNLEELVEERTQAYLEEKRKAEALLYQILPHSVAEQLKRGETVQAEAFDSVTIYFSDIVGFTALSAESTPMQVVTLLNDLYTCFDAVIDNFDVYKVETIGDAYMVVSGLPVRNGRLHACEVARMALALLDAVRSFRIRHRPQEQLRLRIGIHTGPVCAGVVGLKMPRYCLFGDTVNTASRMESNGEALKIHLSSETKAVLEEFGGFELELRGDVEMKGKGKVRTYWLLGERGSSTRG
DAX1 inh-2 – DAX1 (NR0B1) inhibitors, primary screen, cell-based, HEK293, Gal4-DAX1, luciferase luminescence; AID 504766, 2011; 0.99% of 340,000 active; HEK293 Gal4-DAX1 luciferase reporter; inhibition, % at 6.75 µM;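 active = inhibition above the mean over all tested compounds plus 3 SD, cut at about 4.2% in these data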;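 note: 0% = DAX1-transfected cells with DMSO and 100% = empty-vector control cells with DMSO; inhibition shows as a rise in luminescence from relieved DAX1 repression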
The depositor's hits bear a star; · = no result given.

SMILES	sPLA2-III inh	hcDAF-12 act	hgDAF-12 ag	SMARCA2 activ	GAA850 FXN act	DAX1 inh-1	GC-B act	ssDAF-12 act	KLK7 zymogen act	NPR1 activator	DAX1 inh-2
Cc1cc(NC(=O)CSc2nnc(C3COc4ccccc4O3)n2C)no1 (stereo unspecified)	-1	2.6	0.5	5	-1.0	-0.1	-7	-2.0	0.0	0	0.6
N#C/C(=C/c1cccc([N+](=O)[O-])c1)c1nnc2n1CCCCC2	-2	-1.3	4.6	-3	2.5	-0.4	-1	-1.4	-0.7	3	0.2
CCOC(CCNC(=O)c1cn(CCOC)c(=O)c2c1c1ccccc1n2C)OCC	-2	1.2	-1.6	4	-0.7	0.0	-3	-0.5	-1.4	-8	-1.3
Cc1cc(C)nc(N2CCCC(C(=O)NC(C)CCc3ccco3)C2)n1 (stereo unspecified)	-6	-0.8	-2.4	-4	0.6	-1.0	-1	-1.2	0.0	2	-0.6
Cc1cc2oc(=O)cc(CN(C)Cc3ccccc3)c2cc1Cl	-1	1.3	3.8	5	·	0.1	-1	-0.9	-0.1	-3	·
O=C(c1ccncc1)N(c1ccc2oc3c(c2c1)CCCC3)S(=O)(=O)c1ccc(F)cc1	-22	-2.2	0.1	-3	0.5	-0.2	0	-0.8	0.1	3	0.5
CC(C)Nc1nc(NC(C)C)nc(N(C#N)CCOc2ccc(Cl)cc2Cl)n1	-6	-2.1	-2.1	-2	0.7	-0.1	2	-0.8	0.3	4	-0.9
C/C(=N\Nc1cc(N2CCOCC2)ncn1)c1ccccc1	14	4.0	8.6	5	5.5	2.4	2	0.2	-0.1	0	4.2
O=C1CN(CCN2CC(=O)N(Cc3ccccc3)C(=O)C2)CC(=O)N1Cc1ccccc1	-4	-1.2	2.3	1	-0.3	0.4	-2	-1.3	0.2	0	1.9
O=S(=O)(c1ccc2nnn(O)c2c1)N1CCCCC1	9	2.9	0.9	-1	0.0	0.5	5	-1.5	0.2	7	0.2
O=C(NC1CCCCC1)C(c1ccc(F)cc1)N(C(=O)Cc1ccsc1)c1ccc(F)cc1 (stereo unspecified)	-1	-0.4	0.8	4	-1.2	-0.9	6	-0.7	0.9	-1	0.3
Cc1ccccc1C1(O)c2ccccc2-c2ccccc21	-6	3.5	1.3	-3	-2.8	-0.4	-3	-0.9	-1.8	-7	0.6
COc1cc(Cn2c3ccc(NC(=O)NCCc4ccccc4)cc3c(=O)n2C)ccc1F	-3	-1.6	2.8	-2	0.0	-2.0	0	-1.9	7.4	0	·
CC(C)C(=O)c1cn(CC(=O)NCC2CCCO2)c2ccccc12 (stereo unspecified)	5	-0.7	-0.1	-2	0.0	-0.7	0	-1.1	0.6	-1	0.0
Cc1c(C(=O)N/N=C/c2cccnc2)nnn1-c1nonc1N	5	-1.0	1.6	0	-1.5	-0.1	-8	-1.2	0.3	0	0.8

One compound at a time, from the list above. Order of screens: sPLA2-III inh | hcDAF-12 act | hgDAF-12 ag | SMARCA2 activ | GAA850 FXN act | DAX1 inh-1 | GC-B act | ssDAF-12 act | KLK7 zymogen act | NPR1 activator | DAX1 inh-2
CC(C)C(=O)c1cn(CC(=O)NCC2CCCO2)c2ccccc12 (stereo unspecified) across the screens: 5 | -0.7 | -0.1 | -2 | 0.0 | -0.7 | 0 | -1.1 | 0.6 | -1 | 0.0
N#C/C(=C/c1cccc([N+](=O)[O-])c1)c1nnc2n1CCCCC2 across the screens: -2 | -1.3 | 4.6 | -3 | 2.5 | -0.4 | -1 | -1.4 | -0.7 | 3 | 0.2

Additional records.
SMILES	sPLA2-III inh	hcDAF-12 act	hgDAF-12 ag	SMARCA2 activ	GAA850 FXN act	DAX1 inh-1	GC-B act	ssDAF-12 act	KLK7 zymogen act	NPR1 activator	DAX1 inh-2
CC(C)CC(C(=O)O)N1C(=O)[C@@H]2[C@H](C1=O)[C@@H]1C[C@H]2C(Br)C1Br (stereo partly specified)	12	-1.4	-1.9	-1	-0.4	0.7	0	-0.2	0.2	3	0.4
Cc1ccccc1Nc1c(-c2ccccn2)nc2c(C)cccn12	4	-1.0	-1.6	0	2.4	-0.2	3	-1.6	0.2	-8	0.7
COc1ccc(OC)c(NC(=S)NCc2ccco2)c1	1	-1.0	2.2	-2	0.2	0.3	-5	-0.8	-0.3	0	1.7
Cc1cc(/C=N/Nc2nc(N3CCOCC3)nc(N3CCOCC3)n2)c(C)n1-c1ccccc1	-1	-0.4	-1.3	-2	3.7	-0.5	-2	-1.4	0.2	-1	-0.8
Cc1ccc(CN(C#N)c2nc(C)cc(C)n2)cc1	-3	-0.8	1.8	-2	2.9	-1.0	8	-1.4	0.3	1	0.1
Cc1cc(NC(=O)CSCC(=O)N2CCN(c3cccc(C)c3C)CC2)no1	8	-1.1	2.7	1	0.7	0.7	-9	-1.4	-0.7	0	0.0
Cc1ccc(Cn2c(=O)n(-c3ccccc3)c(=O)c3ccc(C(=O)NCc4ccco4)cc32)cc1	4	-2.9	-2.5	0	-0.4	0.1	6	-1.8	0.1	4	1.6
C=CCOc1nc(-c2ccccc2Cl)nc2ccccc12	-1	2.3	0.7	-3	1.7	0.1	-5	1.4*	-0.1	-4	3.4
Cc1cccc(N2C(=S)N=C(Nc3c(C)cccc3C)C23CCOC(C)(C)C3)c1 (stereo unspecified)	-4	1.0	-1.5	6	-1.0	-0.7	-4	-0.9	0.1	0	-0.6
c1cc(CSc2nnc(-c3ccc4c(c3)OCO4)o2)ccn1	2	2.9	10	2	1.7	1.6	1	-0.3	0.4	3	1.0
COc1ccc(C(=O)N[C@H]2COC(C)(C)O[C@H]2c2ccccc2)cc1	-2	1.1	-2.6	3	0.9	-0.3	-3	-0.5	0.5	-4	-0.4
COc1cc(-c2cc(NC=O)c3ncc(-c4ccc(C(C)=O)cc4)n3c2)cc(OC)c1OC	6	-3.3	-4.4	4	-2.2	-3.9	35*	-2.2	-7.9	33	·
Cc1cccc(-c2noc(CN(C(=O)C34CC5CC(CC(C5)C3)C4)C(C)C)n2)c1	5	-0.5	1.9	0	-0.3	0.0	-5	-1.1	0.2	-2	0.0
CC(=O)c1cn(Cc2ccccc2)c(=O)[nH]c1=O	2	-0.5	-0.2	-1	3.0	1.3	1	-1.0	0.4	7	0.5
COc1ccc2c(c1)CC/C2=N\OC(=O)c1ccccc1OC	-4	0.2	2.7	5	3.6	-0.2	-5	-1.5	0.1	1	3.4
Cc1ccc(SCCC(=O)NCCSCc2ccco2)cc1	-4	-1.1	0.8	-4	-1.2	0.0	0	-1.1	-0.4	6	3.1
COc1ccc(NS(=O)(=O)c2cc(NC(=O)CCNC(C)=O)ccc2N2CCCCC2)cc1	-5	-0.2	1.3	-2	-0.6	-1.2	-5	-1.1	0.0	-4	-0.2
COc1ccc(S(=O)(=O)N2CCCC(C(=O)NCCN3CCOCC3)C2)cc1C (stereo unspecified)	5	1.1	-2.5	4	-0.8	0.5	-2	-1.3	-0.2	0	1.2
CCSc1nnc(NC(=O)[C@@H](NC(=O)c2cc(OC)cc(OC)c2)C(C)C)s1	-3	-0.8	-0.9	-3	2.8	-0.5	-3	-1.9	0.1	-8	0.7
COc1ccc(NC(=O)C2CCCN(S(=O)(=O)c3ccc(-n4cnnn4)cc3)C2)cc1 (stereo unspecified)	2	-0.6	0.6	2	0.7	-0.4	-5	-0.6	-0.1	-5	-0.3
Cc1cc(C)nc(SCc2n[nH]c(=S)n2C)n1	0	-2.2	-0.2	0	0.3	0.0	-7	-1.7	-0.6	-3	-0.2
COc1ccc(NC(=O)CSc2nnc(CNC(=O)COc3ccc(Cl)cc3)o2)cc1	-4	1.5	13*	-1	-0.3	0.5	-7	-1.5	-0.2	-2	0.1
CCC(C(=O)Nc1nnc(-c2ccco2)s1)c1ccccc1 (stereo unspecified)	-7	-2.2	-1.6	0	2.0	-0.5	-8	-1.4	-1.9	-11	-0.4
COc1ccc(S(=O)(=O)N2CCC(C(=O)O)(c3ccccc3)CC2)cc1	5	-1.2	1.0	-1	0.8	1.0	-4	-1.6	0.5	-3	0.5
C#CCOc1ccc(/C=C2/C(=O)NN(c3ccc(F)cc3)C2=O)cc1OC	-7	-0.5	1.7	0	0.8	0.5	-6	-0.7	-0.3	7	0.4
O=C(Nc1nc2ncccn2c1-c1ccccc1)c1ccccc1	6	-1.9	0.2	-1	·	-1.4	-8	-0.8	6.6	1	·
CC1(C(=O)NCc2ccccc2)CN(S(C)(=O)=O)CC(=O)N1CCc1ccccc1 (stereo unspecified)	1	0.9	1.5	2	·	-1.0	0	-0.7	0.9	-4	·
CC1(OC(=O)C2CCCC2)C(=O)C=C2C=C(c3ccsc3)N(C3CCCC3)C=C2C1=O (stereo unspecified)	-2	0.6	-0.2	1	-0.9	0.4	5	-1.1	-0.5	0	0.7
COCCCNC(=O)c1ccc(CS(=O)(=O)c2ccccc2OC)o1	2	2.6	-1.0	4	0.8	0.3	-1	-1.1	-0.5	-1	0.5
O=C(NCCNS(=O)(=O)c1ccccc1)N1CCOCC1	2	-0.6	0.6	-3	-0.5	-0.2	7	-1.3	0.2	0	-0.1
CCCN1C=CC(=C2C(=O)c3ccccc3C2=O)C=C1	1	-5.7	-14	-11	-16	-3.6	-6	-3.5	-0.1	1	-4.5
COC(=O)c1ccc(CN(c2ccc(C)cc2)S(=O)(=O)c2ccc3c(c2)OCCO3)o1	-14	-1.0	-1.0	-1	-0.2	-0.6	-8	-1.1	0.7	0	-0.5
O=C(CSc1nc2ccccc2o1)N1CCN(c2ccc(Cl)cc2)CC1	-5	-1.8	0.5	-3	0.8	-1.4	-2	-0.8	-0.5	1	-0.1
CC(C)(C)C(=O)Nc1ccccc1C(=O)NCc1cccnc1	8	2.4	-2.7	-1	1.6	-0.4	2	-1.1	-0.2	6	-0.4
Cc1ccc(OCC(=O)O/N=C(\N)c2cccnc2)cc1	6	0.3	6.4	3	3.0	-0.8	-7	-1.0	0.1	2	2.3

Reformatted: entries from further up
Structure,sPLA2-III inh,hcDAF-12 act,hgDAF-12 ag,SMARCA2 activ,GAA850 FXN act,DAX1 inh-1,GC-B act,ssDAF-12 act,KLK7 zymogen act,NPR1 activator,DAX1 inh-2
Cc1cc(NC(=O)CSCC(=O)N2CCN(c3cccc(C)c3C)CC2)no1,8,-1.1,2.7,1,0.7,0.7,-9,-1.4,-0.7,0,0.0
Cc1ccc(Cn2c(=O)n(-c3ccccc3)c(=O)c3ccc(C(=O)NCc4ccco4)cc32)cc1,4,-2.9,-2.5,0,-0.4,0.1,6,-1.8,0.1,4,1.6
C=CCOc1nc(-c2ccccc2Cl)nc2ccccc12,-1,2.3,0.7,-3,1.7,0.1,-5,1.4*,-0.1,-4,3.4
Cc1cccc(N2C(=S)N=C(Nc3c(C)cccc3C)C23CCOC(C)(C)C3)c1 (stereo unspecified),-4,1.0,-1.5,6,-1.0,-0.7,-4,-0.9,0.1,0,-0.6
